sdo1 growth: sdo1-depleted yeast growth rescue | z-score at 10 µM | 140,000 compounds, 0.21% hits | AID 817 | S. cerevisiae sdo1-depleted JHY4D growth rescue, OD600 30 h; hits give high values; pdr5 snq2 efflux-pump mutant strain;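 active = z-score above 3 at both the 24 hr and the 30 hr optical density reads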;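 note: z-score against mean and SD of all compound wells on the same plate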
Insulin prom inh: TRM-6 insulin promoter activity inhibition | inhibition, % at 2 µM | TRM-6 cells (human fetal islet line), insulin promoter-eGFP reporter, imaging; reporter expression induced with tamoxifen | 130,000 compounds, 0.9% hits;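 active = inhibition above the mean plus 3 SD, with well images judged a real hit on visual review, cut at about 60% in these data, passing the limit was not always enough; inconclusive = inhibition over the cutoff but images rejected on review; inactive = inhibition not above the cutoff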
sdo1 growth Rescue 24 h: also measured in sdo1 growth; calls as there; z-score; S. cerevisiae sdo1-depleted JHY4D growth rescue, OD600; measured here: growth rescue at 24 h;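 0 is the plate mean of compound wells and units are plate SD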
The depositor's hits bear a star; ? = inconclusive; . = no result given; & = joins results of further samples.

SMILES	sdo1 growth	sdo1 growth Rescue 24 h	Insulin prom inh
COc1ccccc1N1CCN(C(=O)CSc2nc3ccccc3o2)CC1	-0.39	-0.44	-22.2
CCCCN(CC)CCCNC(=O)c1csc2c1CCCCC2	.	.	-50.0
Cc1ccc2cc3cc(C(=O)N(CC(=O)NC4CCCC4)c4cccc(C)c4C)sc3nc2c1	-1	-1.02	-20.8
COc1ccc2c(c1)[nH]c1c(=O)n(CCC3=CCCCC3)cnc12	-0.07	-0.1	31.2
CCN1C(=O)CC(N2CCC(C(=O)N3CCOCC3)CC2)C1=O (configuration not stated)	0.62	0.56	-425.0
COC(=O)c1ccc(NC(=O)Nc2ccc(F)c(Cl)c2)cc1	-1.88	-0.93	-300.0
Cn1c(OCc2ccc3c(c2)OCO3)nc2c1c(=O)n(Cc1cccc(Cl)c1)c(=O)n2C	.	.	-300.0
COc1ccccc1OCCn1cc(/C=N/n2cnnc2)c2ccccc21	0.31	0.7	7.1
COc1cc(OC)c(/C=N/NC(=O)c2ccc([N+](=O)[O-])cc2)cc1Br	0.72	-0.04	-46.1
COc1ccc2cc(C(N)=O)/c(=N/NC(=O)c3ccco3)oc2c1	0.16	-0.68	50.0
CNC(=O)Cn1nc(-c2ccc(C)c(S(=O)(=O)N(C)C)c2)c2ccccc2c1=O	0.61	0.11	6.2
Cc1ccc(CNC(=O)C(C(=O)NCc2ccc(C)o2)c2ncc(C(F)(F)F)cc2Cl)o1	.	.	-50.0
COc1ccc(C(=O)NC(CC(=O)O)c2cc([N+](=O)[O-])ccc2Cl)cc1 (configuration not stated)	.	.	-45.0
O=C(COC(=O)C(Cc1ccccc1)NC(=O)c1ccco1)NC1CC1 (configuration not stated)	2.22	1.9	.
CC1CCC(C(=O)NC(C(=O)N2CCN(c3ccccn3)CC2)C(C)C)CC1 (configuration not stated)	-0.49	-0.82	-14.3
CC1NC(=O)NC1CCCCC(=O)O (configuration not stated)	1.44	1.31	34.6
CCOc1ccccc1C(=O)Nc1cc(C(=O)NCCc2ccccc2)ccc1Cl	0.61	2.26	.
CCOC(=O)c1cnn(Cc2ccccc2Cl)c1N	-0.16	-0.6	-3.5
Nc1nc(C2C(=O)CCCC2=O)cs1	3.39	-0.85	-48.6
O=C(Nc1nc2ccccc2n1CCN1CCOCC1)c1cn(-c2ccccc2)nc1-c1ccccc1	-2.11	-1.24	.
COc1ccc(N2C(=O)CN=C2Nc2cccc(C)c2C)cc1OC	-0.56	-1.08	.
CC(=O)Nc1ccc(NC(=O)CN(C)S(=O)(=O)c2ccc3nc(C)sc3c2)cc1	.	.	-41.7
CCN(CC)C(=O)CSc1nnc(-c2ccc(F)cc2)n1N	-0.2	-0.31	.
O=C(c1ccccc1)N1CCN(C(=O)c2ccccc2)C1c1ccccc1	0.68	0.01	5.7
Cc1ccc(C(=O)Oc2ccccc2C(=O)N2CCOCC2)cc1	-0.22	-1	6.2

3 compounds out of the list above, ordered by their value in sdo1 growth, largest number first.
SMILES	sdo1 growth	sdo1 growth Rescue 24 h	Insulin prom inh
CCN(CC)C(=O)CSc1nnc(-c2ccc(F)cc2)n1N	-0.2	-0.31	.
Cc1ccc2cc3cc(C(=O)N(CC(=O)NC4CCCC4)c4cccc(C)c4C)sc3nc2c1	-1	-1.02	-20.8
O=C(Nc1nc2ccccc2n1CCN1CCOCC1)c1cn(-c2ccccc2)nc1-c1ccccc1	-2.11	-1.24	.

(further entries)
SMILES	sdo1 growth	sdo1 growth Rescue 24 h	Insulin prom inh
C/C(=C1/SC(N2CCCC2)=NC1=O)c1ccc(Br)cc1	1.72	-1.26	-41.7
O=C(/C=C\c1ccc(-c2ccccc2)o1)c1ccccc1	-1.48	-0.98	.
CCCOC(=O)c1ccc(NC(=O)CCC(=O)OCC)cc1	0.62	0.45	.
O=S(=O)(c1ccccc1)N1CCN=C1SCc1cccc(Cl)c1	-0.58	-0.2	25.0
O=C(Nc1ccc(Cl)c(C(F)(F)F)c1)c1ccncc1	.	.	3.7
Cc1nn(-c2ccccc2)c(N)c1C1(O)C(=O)N(C(C)C)c2ccccc21 (configuration not stated)	0.4	0.25	-37.5
CCCc1cc(=O)n2[nH]c(-c3ccc(OC)cc3)nc2n1	1.09	-0.98	41.7
O=C(c1ccco1)N1CCN(c2nc3ccsc3c(=O)s2)CC1	-0.49	0.44	?
O=[N+]([O-])c1ccc(N2CCOCC2)cc1NCc1ccccc1	-0.21&1.07	-0.28&1.41	.
COc1ccc(CCN2CC(C(=O)O)CC2=O)cc1 (configuration not stated)	0.85	0.4	2.6
CCc1ccc(S(=O)(=O)Nc2ccc(-c3nc4cccnc4s3)cc2)s1	-0.09	1.26	.
Cn1c(=O)[nH]c(=O)c2c1nc(NCc1ccco1)n2CCCc1ccccc1	-0.39	-0.55	17.6
O=C(/C=C/c1ccc(Cl)cc1Cl)Nc1ccc(CN2CCOCC2)cc1	-1.47	-1.37	.
COc1cc(C(=O)N2CCN(C(=O)C3CC3)CC2)cc(OC)c1OC	-0.47	-0.17	.
CCOc1c(CNCCN2CCOCC2)cccc1OC	0.84	0.93	-27.8
CC1SC2(NC1=O)C1CC3CC(C1)CC2C3 (configuration not stated)	.	.	12.8
Fc1ccc(NCc2ccccc2F)cc1Cl	-1	-0.11	.
COc1cc(CNc2ccc(N3CCCC3)cc2)ccc1OCc1ccccc1	-0.29	-0.92	.
CN(C)S(=O)(=O)c1cccc(NC(=O)COC(=O)CCC(=O)c2ccc(F)cc2)c1	0.05	-0.56	-13.8
Cc1nn(C)cc1CN(C)Cc1c(C(=O)N(C)Cc2ccccc2)nc2ccccn12	.	.	31.2
CCCCOc1ccc2c(C)cc(=O)oc2c1OCCCC	-0.61	-0.53	6.7
C#CC(C)(CC)NC(=O)c1cc2cccc(CC=C)c2oc1=O (configuration not stated)	.	.	-13.3
CCc1ccccc1NC(=O)N[C@@H](C)C(=O)O	-0.16	2	.
CCC(Sc1nccn1C)C(=O)Nc1nnc(C)s1 (configuration not stated)	1.06	0.58	.
COc1ccc(Oc2nccc(-c3ccc(F)cc3)c2C#N)cc1	-0.25	0.76	27.0

(next part)
SMILES	sdo1 growth	sdo1 growth Rescue 24 h	Insulin prom inh
CC1=NN(c2ccccc2)C(=O)/C1=C\c1c(C)[nH]n(-c2ccccc2)c1=O	0.21	0.95	-6.2
CNc1nc(Oc2ccc(C(=O)OC)cc2)nc(SC)n1	-0.59	-0.54	-493.8
OCCSc1nncn1/N=C/c1c[nH]c2ccccc12	0.92	-0.16	42.9
Cc1ccc(OCC(O)CN2CCN(Cc3ccc4c(c3)OCO4)CC2)c(C)c1 (configuration not stated)	-2.63	-1.11	0.0
COc1ccc(OC)c(CN2CCN(C(=O)c3cccs3)CC2)c1	0.28	-0.09	.
Oc1ccc(-c2nc3cnccn3c2Nc2ccc3c(c2)OCCO3)cc1	0.95	0.55	.
CCOc1ccc2nc(Nc3nc(CSc4nnnn4-c4ccccc4)cc(=O)[nH]3)nc(C)c2c1	0.21	-0.11	.
Cc1cc(C(=O)OCC(=O)NCc2ccccc2Cl)c(C)o1	.	.	66.7
Cc1nc2c3cc(F)ccc3n(Cc3ccc(F)cc3)c2s1	-0.68	-0.25	76.7*
CCOC(=O)c1cc(C(=O)OCC)c2cccc(C)n2c1=O	-0.2	-0.33	17.1
Cc1cc(C(=O)NCCC2=CCCCC2)c(C)o1	-0.47	-0.88	-417.6
CCOC(=O)/C(=C/c1ccc(N2CCC(c3ccccc3)=N2)cc1)C(C)=O	-1.53	-1.51	?
O=C(Nc1ccc(S(=O)(=O)Nc2ccccc2)cc1)C1COc2ccccc2O1 (configuration not stated)	-2.22	-0.96	-31.0
CCN1C(=O)C(F)(CC)C(=O)c2ccccc21 (configuration not stated)	1.28	1.86	.
O=C(NCc1cccnc1)C1CC(=O)N(c2ccc(Cl)cc2)C1 (configuration not stated)	0.1	-0.4	0.0
CC(=O)Cc1nsc(NC(=O)c2ccc(COc3ccccc3)o2)n1	0.3	0.34	.
CN1CCCc2cc3c(C(F)(F)F)cc(=O)oc3nc21	0.2	-0.2	.
COc1ccccc1C1OC(c2cccc([N+](=O)[O-])c2)=NN1C(C)=O (configuration not stated)	.	.	10.5
CN(C)c1ccc(N=C/C=C2/N(C)c3ccccc3C2(C)C)cc1	1.8	2.26	.
CC(NC(=O)NC1CCCCC1)C(c1cccs1)N1CCN(Cc2ccccc2)CC1 (configuration not stated)	0.45	0.9	.
COc1ccc(S(=O)(=O)N(C)CC(=O)NC2CCCC2)cc1Cl	-0.43	-0.67	-52.4
C#CC(C)(C)NC(=O)c1ccccc1OC	0.84	0.52	14.8
CSc1nc(-c2ccccc2)nc2[nH]ccc(=O)c12	.	.	10.5
Cc1nc(-c2ccc(NC(=O)/C=C\C(=O)O)cc2)cs1	.	.	0.0
CN1C(=O)c2ccccc2C(C(=O)NCCCN2CCCC2)C1c1c[nH]c2ccccc12 (configuration not stated)	1.73	1.49	54.8

Next structures follow.
SMILES	sdo1 growth	sdo1 growth Rescue 24 h	Insulin prom inh
CCn1ccc(C(=O)Nc2c(C)nn(Cc3c(F)c(F)c(F)c(F)c3F)c2C)n1	0.38	0.51	-364.3
COc1ccc(S(=O)(=O)Nc2ccc3c(c2)OCO3)cc1OC	0.71	0.45	-23.1
CC(=O)N1CCN(C(=S)c2ccc(N(C)C)cc2)CC1	0.8	0.05	-6.7
Cc1cc(C)nc(NC(=O)CN2C(=O)c3ccccc3C2=O)n1	0.31	-1	.
C/C(=N/NC(=O)c1ccc(Br)o1)c1cccc(NC(=O)c2ccc(C)o2)c1	-0.08	-0.16	-30.2
O=C(Cc1c(F)cccc1Cl)Nc1ccon1	-0.2	-0.52	50.0
COCCNC(=O)C1Cc2c(ccc3ccccc23)O1 (configuration not stated)	.	.	-7.7
COCCn1c(SCC(=O)NCCc2ccc(OC)c(OC)c2)nc2c([nH]c3ccccc32)c1=O	.	.	-13.3
CC1(C)Oc2ccc(C(=O)NC3CC3)cc2N(CC(=O)N2CCOCC2)C1=O	1.14	0.54	51.9
O=C(O)Cn1cc(C(=O)C2CC2)c2ccccc21	1.06	1.31	-25.0
O=c1oc(-c2cccs2)nc2ccccc12	-0.57	-1.29	14.3
COc1ccc(NC2=C(Cl)C(=O)N(c3ccccc3)C2=O)c(OC)c1	.	.	14.3
CC(C)COc1ccc(C(=O)NCc2ccco2)cc1	-0.53	-0.97	50.0

Compounds listed so far containing fluorine (12):
SMILES	sdo1 growth	sdo1 growth Rescue 24 h	Insulin prom inh
COC(=O)c1ccc(NC(=O)Nc2ccc(F)c(Cl)c2)cc1	-1.88	-0.93	-300.0
Cc1ccc(CNC(=O)C(C(=O)NCc2ccc(C)o2)c2ncc(C(F)(F)F)cc2Cl)o1	.	.	-50.0
CCN(CC)C(=O)CSc1nnc(-c2ccc(F)cc2)n1N	-0.2	-0.31	.
O=C(Nc1ccc(Cl)c(C(F)(F)F)c1)c1ccncc1	.	.	3.7
Fc1ccc(NCc2ccccc2F)cc1Cl	-1	-0.11	.
CN(C)S(=O)(=O)c1cccc(NC(=O)COC(=O)CCC(=O)c2ccc(F)cc2)c1	0.05	-0.56	-13.8
COc1ccc(Oc2nccc(-c3ccc(F)cc3)c2C#N)cc1	-0.25	0.76	27.0
Cc1nc2c3cc(F)ccc3n(Cc3ccc(F)cc3)c2s1	-0.68	-0.25	76.7*
CCN1C(=O)C(F)(CC)C(=O)c2ccccc21 (configuration not stated)	1.28	1.86	.
CN1CCCc2cc3c(C(F)(F)F)cc(=O)oc3nc21	0.2	-0.2	.
CCn1ccc(C(=O)Nc2c(C)nn(Cc3c(F)c(F)c(F)c(F)c3F)c2C)n1	0.38	0.51	-364.3
O=C(Cc1c(F)cccc1Cl)Nc1ccon1	-0.2	-0.52	50.0

From PubChem
